Screens as filed in PubChem BioAssay.
CHRM4 antagonist = human M4 muscarinic receptor antagonists, primary screen, CHO cells, Fluo-8 calcium fluorescence; hit rate 0.73% among 360,000; CHO-hM4 cells, ACh EC80; AID 624125, 2012; inhibition, % at 3 µM;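 active means inhibition above its plate's cutoff, the mean inhibition of sample wells plus 3 SD, cut at about 27% in these data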;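 further: 0% = acetylcholine EC80 with DMSO and 100% = DMSO without agonist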
M5 PAM = human M5 muscarinic receptor positive allosteric modulators, primary screen, CHO-K1 cells, Fluo-8 calcium fluorescence; AID 624038, 2012; hit rate 0.3% among 360,000; activation, % at 3 µM; Muscarinic acetylcholine receptor M5 (Homo sapiens), P08912; CHO-K1 hM5, ACh EC20 PAM; 0% = ACh EC20, 100% = ACh EC100;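 active means activation above the run cutoff, the mean activation of all test compounds plus 3 SD, cut at about 18% in these data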
Target sequence (P08912 whole entry, looked up): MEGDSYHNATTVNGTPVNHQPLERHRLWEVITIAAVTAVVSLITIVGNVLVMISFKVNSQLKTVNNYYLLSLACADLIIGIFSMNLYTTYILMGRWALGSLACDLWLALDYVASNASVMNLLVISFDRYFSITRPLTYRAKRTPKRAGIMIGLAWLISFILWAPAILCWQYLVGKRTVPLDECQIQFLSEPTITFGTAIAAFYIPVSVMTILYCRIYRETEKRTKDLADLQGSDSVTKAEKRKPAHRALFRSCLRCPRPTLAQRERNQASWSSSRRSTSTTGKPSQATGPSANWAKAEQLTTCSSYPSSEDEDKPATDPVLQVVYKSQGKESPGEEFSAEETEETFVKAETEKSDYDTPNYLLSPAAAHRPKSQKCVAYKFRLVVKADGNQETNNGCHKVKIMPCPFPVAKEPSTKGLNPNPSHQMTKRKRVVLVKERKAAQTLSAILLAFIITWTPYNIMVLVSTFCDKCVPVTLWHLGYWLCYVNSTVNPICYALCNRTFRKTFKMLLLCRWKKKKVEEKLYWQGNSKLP
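Probe or stimulus: acetylcholine, EC20 level; Assay system: human M5 receptor in CHO-K1 cells; Schedule: compound preincubation 140 s before EC20 acetylcholine addition; Technique: intracellular calcium via Fluo-8 fluorescence; Dosing: single-point, 3 µM nominal; Read-out basis: percent activation from peak-over-basal fluorescence ratio, scaled EC20-to-EC100 acetylcholine; Repeats: one well per compound, no replicates.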
CRFR2-BP antag = antagonists of CRF-BP/CRF-R2 complex, primary screen, cell-based, HEK293, calcium dye fluorescence, uHTS; CRF-induced calcium fluorescence; inhibition, % at 11.8 µM; hit rate 0.59% among 350,000; AID 588475, 2011;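 active means inhibition of the ligand-induced calcium signal above about 50% at the single tested concentration, limit read from the data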
CHRM4 PAM = human M4 muscarinic receptor positive allosteric modulators, primary screen, CHO-K1 cells, Fluo-8 calcium fluorescence | CHO-K1 hM4/Gqi5, ACh EC20; 0% = ACh EC20, 100% = maximal ACh | activation, % at 3 µM | Muscarinic acetylcholine receptor M4 (Homo sapiens), P08173 | hit rate 0.4% among 360,000;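 active means activation above its plate's cutoff, the mean activation of sample wells plus 3 SD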; further: some results filed as inactive read as strong as hits
IDE inh = human IDE inhibitors in live cells, primary screen, fluorescence polarization, HEK cells, FAbetaB substrate; Insulin-degrading enzyme (Homo sapiens), P14735; FAbetaB cleavage; inhibition, % at 5.59 µM; hit rate 0.41% among 320,000; AID 434962, 2010;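 active means percent inhibition above the average of all tested compounds plus 3 SD, set per screening campaign, cut at about 16% in these data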;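 further: IDE supplied by intact live HEK cells; FP after avidin binding of uncleaved biotin substrate so inhibition keeps polarization high; 0% = DMSO wells and 100% = 60 µM reference IDE inhibitor Ii1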
CRFR2-BP ag = agonists of CRF-BP/CRF-R2 complex, primary screen, cell-based, HEK293, calcium dye fluorescence, uHTS. calcium dye fluorescence (FLIPR); percent of saturating CRF peptide response. CRF-binding protein / CRF receptor 2 complex (human). AID 588473, 2011. hit rate 0.46% among 350,000. activation, % at 13.2 µM;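 active means activation of at least 50%, plus an integration ratio under a set limit after plate pattern correction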;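 further: plate controls were neutral control wells without compound for no effect and CRF at EC100 for full effect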
CHRM5 antagonist = human M5 muscarinic receptor antagonists, primary screen, CHO cells, Fluo-8 calcium fluorescence. Muscarinic acetylcholine receptor M5 (Homo sapiens), P08912. CHO-hM5 cells, ACh EC80. inhibition, % at 3 µM. hit rate 0.59% among 360,000. AID 624040, 2012;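 active means inhibition above a per-plate cutoff, the mean of that plate's test compounds plus 3 SD, cut at about 27% in these data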;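 further: 0% = acetylcholine EC80 with DMSO and 100% = DMSO without agonist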
CHRM5 agonist = human M5 muscarinic receptor agonists, primary screen, CHO-K1 cells, Fluo-8 calcium fluorescence. Muscarinic acetylcholine receptor M5 (Homo sapiens), P08912. CHO-K1 hM5 cells; 0% DMSO wells, 100% maximal acetylcholine response. activation, % at 3 µM. hit rate 0.19% among 360,000. AID 624037, 2012;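 active means activation above the run's mean over test compounds plus 3 SD, cut at about 23% in these data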;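 further: signal is peak over basal fluorescence ratio across the kinetic read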
M4 ag = human M4 muscarinic receptor agonists, primary screen, CHO-K1 cells, Fluo-8 calcium fluorescence | AID 624127, 2012 | Muscarinic acetylcholine receptor M4 (Homo sapiens), P08173 | activation, % at 3 µM | CHO-K1 hM4/Gqi5; vehicle 0%, full acetylcholine response 100% | hit rate 0.14% among 360,000;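 active means activation above the run mean over all test wells plus 3 SD, cut at about 32% in these data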;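 further: peak over basal fluorescence ratio per well then scaled between controls; 0% = DMSO wells and 100% = acetylcholine at EC100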
* hit, by the source's call; / = no result given.

Results follow in this order: CRFR2-BP antag	M5 PAM	CHRM5 agonist	CRFR2-BP ag	CHRM4 antagonist	CHRM4 PAM	CHRM5 antagonist	IDE inh	M4 ag
NNC(=O)c1cccnc1Oc1ccccc1
    7	-17	-6	0.0	11	-29	17	12	10
CNS(=O)(=O)c1cccc(C(=O)NCC(C)(C)N2CCCCC2)c1
    -4	2	-3	0.0	-9	4	4	3	1
O=C(CSc1ccccc1)Nc1cc(S(=O)(=O)N2CCOCC2)ccc1N1CCOCC1
    3	6	0	-1.1	-2	2	-5	8	1
COc1cc(F)ccc1S(=O)(=O)NCc1cccnc1
    8	-8	-1	3.3	2	-7	1	-4	1
CC(C)NC(=O)c1ccc2c(c1)N(CC(=O)N1CCOCC1)C(=O)C(C)(C)O2
    6	2	1	-2.2	14	-2	9	-4	0
Cc1[nH]nc(SCC(=O)NC(C)c2ccccc2)c1[N+](=O)[O-] (stereo unspecified)
    8	-5	-5	-0.3	4	-6	4	7	2
O=c1c2nnn(Cc3ccccc3)c2ncn1C/C=C/c1ccccc1
    21	-13	1	-2.7	2	-7	1	-1	10
O=C(N/N=C/c1sc(=O)[nH]c1-[n+]1ccc2ccccc2c1)c1ccccc1[O-]
    10	-7	11	-1.7	5	-3	-2	0	11
CCN1CCc2c(C#N)c(NCc3ccccc3)nc(N(CC)CC)c2C1
    -21	-5	-6	0.1	2	-6	7	1	0
Cc1cccn2c(=O)c(/C=C(\C#N)C(N)=O)c(N3CCCCCC3)nc12
    -7	1	-1	-2.5	7	-7	-2	16	5
Cc1onc(-c2ccccc2)c1C(=O)NC1CCCCC1C (stereo unspecified)
    -3	-3	0	0.0	-7	4	6	/	0
COc1ccc(NC(=O)/C(=C/c2cccnc2)NC(=O)c2cccs2)cc1
    -19	1	-3	-0.8	12	-1	13	3	1
COC(=O)c1cc(NC(=O)c2cccs2)ccc1N1CCOCC1
    0	-2	4	1.6	2	-13	5	-4	6
CCN=C1SC(CC(=O)NCc2ccccc2)C(=O)N1CC (stereo unspecified)
    9	-4	-1	0.3	-1	-4	3	0	0
CCCCn1c(=O)c(CCC(=O)OCC(=O)NC(C)c2ccccc2)nc2ccccc21 (stereo unspecified)
    8	-10	-1	0.8	-1	-4	12	0	2
COC(=O)C1=C(C)NC(=O)NC1c1ccc2ccccc2c1 (stereo unspecified)
    5	1	-6	0.6	2	-3	2	0	1
Nc1c(S(=O)(=O)c2ccccc2)c2nc3ccccc3nc2n1/N=C/c1cccc(O)c1
    9	0	-5	-1.8	2	3	-4	-3	2
O=CN1CCN(C(=O)Cc2ccc([N+](=O)[O-])cc2)CC1
    -3	-4	0	-0.8	1	-1	17	4	0
Cc1cccc(C(=O)OCC(=O)Nc2ccc(N3CCCCC3)cc2)c1O
    -2	3	-4	-1.3	4	2	0	1	0
N#Cc1cccc(C(=O)OCC(=O)c2ccc3c(c2)NC(=O)CO3)c1
    4	-5	-4	-0.6	3	-2	9	0	0
Clc1ccc(OCc2nnc(-c3ccccc3Br)o2)c(Cl)c1
    4	1	1	9.6	1	1	-4	-2	2
CCOC(=O)C1CCN(CC(=O)Nc2cc(S(=O)(=O)N3CCCCC3)ccc2Cl)CC1
    1	-20	-4	-0.8	1	-6	19	/	7
N#CCSc1nc2ccccc2c(=O)n1-c1ccccc1
    2	4	-5	0.0	0	1	-3	-3	2
Cc1c(C)c2ccc(O[C@@H]3O[C@H](CO)[C@H](O)[C@H](O)[C@H]3O)cc2oc1=O
    3	-7	2	1.3	6	-14	15	/	25
COc1ccc(-c2c(-c3ccc4c(c3)OCO4)noc2C)cn1
    5	-10	-3	-0.7	11	-3	14	0	-1
O=C(Oc1cccc2c(O)cccc12)c1ccco1
    19	0	6	1.0	3	4	-16	/	2
O=C(O)c1ccc(C(=O)c2ccc3c(c2)C(=O)N(Cc2ccco2)C3=O)cc1
    -6	-10	-5	-0.9	7	-6	11	3	1
COc1ccc(-c2nc(C#N)c(N3CCCCCC3)o2)cc1OC
    10	1	-3	-5.8	-8	-2	-5	5	2
COc1ccc(CCC(=O)Nc2cc3c4c(c2)CCC(=O)N4CCC3)cc1
    -9	2	1	-3.9	10	-3	0	0	1
Cc1cc(C)c(S(=O)(=O)N2CCOC23CCN(S(C)(=O)=O)CC3)c(C)c1
    14	-2	2	-1.5	-9	-1	0	/	4
CN(CC(=O)Nc1ccc(F)cc1)C(=O)CCc1ccccc1
    -6	5	-3	0.6	-6	6	-4	1	2
CCOc1ccccc1C(=O)Nc1ccccc1-c1ccccc1
    -17	-3	-5	-2.0	-3	-5	1	2	-1
CCN(CC1CCCO1)C(=O)c1cc(COc2cc(C)c(Cl)c(C)c2)on1 (stereo unspecified)
    -5	-3	-3	-0.5	-20	-5	2	/	7
COCCNC(=O)C(C)N(c1ccc(Oc2ccccc2)cc1)S(C)(=O)=O (stereo unspecified)
    5	-5	0	-1.5	16	-1	4	3	1
Cc1ccc(OCC(=O)NC(=S)Nc2cccc(NC(=O)c3ccc(Cl)cc3Cl)c2)cc1
    -3	-1	1	4.2	-4	4	-6	6	2
COc1cccc2oc(-c3ccco3)cc(=O)c12
    -1	2	4	-2.2	-2	8	7	4	0
N#C/C(C(=O)N1CCCC1)=C1/N=C(N)c2ccccc21
    6	-3	0	2.6	4	-9	5	3	0
Cc1ccc(Nc2nc(N)nc(CN3CCN(Cc4ccc5c(c4)OCO5)CC3)n2)c(C)c1
    3	-2	-2	1.6	0	-5	-2	4	2
CN(C)/C=C/C(=O)c1ccc2noc(-c3cccc(F)c3)c2c1
    1	-1	1	-2.0	-11	1	9	5	-1
O=C(CSc1ccccc1)Nc1cccc(S(=O)(=O)N2CCOCC2)c1
    1	-6	3	-1.8	-8	5	13	0	2
CC(C)NC(=O)CN1CCN(C(=O)CCl)CC1
    1	-1	-8	0.5	4	0	10	0	1
CC1CCCCC1NC(=O)Cn1ncc2ccccc21 (stereo unspecified)
    13	-6	1	-1.4	-5	7	9	1	0
Cc1c(CCC(=O)O)c(=O)oc2cc3occ(-c4ccccc4)c3cc12
    14	-6	0	-0.1	11	-3	12	-3	1
CCCC1=[N+](CC(=O)c2ccc(C)cc2)CCn2cccc21
    -12	3	-3	4.5	4	1	2	-2	0
CCN(CC)C(=S)Nc1ccc([N+](=O)[O-])cc1
    -12	7	-3	3.1	-2	19	3	4	1
Nc1nnn(CC(=O)N/N=C/c2ccncc2)n1
    0	-7	-3	0.0	-6	-2	14	2	1
CC[C@@H]1CN(C)[C@H]2Cc3c([nH]c4ccccc34)C(=O)C[C@@H]1[C@@H]2C(=O)OC
    5	-1	4	-0.1	0	2	-4	3	5
Cn1ncc2c1ncn1nc(CCc3ccccc3)nc21
    -8	-2	1	-0.2	0	-2	3	-6	1
CCOc1ccc(C(=O)N2CCCC2C(=O)O)cc1 (stereo unspecified)
    10	0	0	7.4	-19	13	-7	-4	0
Cc1cc(=O)oc(C)c1C(=O)NCCNC(=O)c1c(C)cc(=O)oc1C
    5	-1	4	1.3	6	-3	5	0	1
O=C(N/C(=C\c1ccc(-c2ccccc2)o1)C(=O)N1CCOCC1)c1ccccc1
    -9	-8	-1	-2.6	-4	-1	6	/	4
CCCN1CCN(CCCNC(=O)c2ccc3c(=O)n(CCc4ccccc4)c(=O)[nH]c3c2)CC1
    -15	-1	-3	2.1	-2	-4	11	-5	1
CCOC(=O)c1[nH]c(C(=O)O)c(CCN(CC)CC)c1C
    4	-6	4	0.2	5	-1	-2	1	0
Cc1ccc(-c2cc(C(=O)NCCc3ccc(S(N)(=O)=O)cc3)c3ccccc3n2)cc1
    -20	-12	2	-1.1	5	-5	10	5	7
CC1Cc2nc(SCC(=O)NCCc3ccccc3)n(C)c(=O)c2S1 (stereo unspecified)
    15	1	2	0.8	-3	-1	3	-1	-1
Cc1ccc(S(=O)(=O)NCc2cccnc2)cc1C(=O)NC1CCCCC1
    -6	-1	-3	1.0	-11	11	0	9	1
O=C(COC(=O)c1cc(NS(=O)(=O)c2cccs2)ccc1O)Nc1cc(Cl)ccc1Cl
    30	-7	-2	7.1	-2	-7	8	-4	2
COc1cccc(C2(O)CCN(CC(=O)NCC3CC3)CC2)c1
    -8	-1	0	0.9	8	2	10	-8	0
COc1ccc(NC(C)=O)cc1CNC(=O)COc1ccccc1C(=O)Nc1cccc(C)c1C
    7	-13	0	-0.8	-6	-7	14	1	7

2 records drawn at random from those above:
Results follow in this order: CRFR2-BP antag	M5 PAM	CHRM5 agonist	CRFR2-BP ag	CHRM4 antagonist	CHRM4 PAM	CHRM5 antagonist	IDE inh	M4 ag
CCN(CC1CCCO1)C(=O)c1cc(COc2cc(C)c(Cl)c(C)c2)on1 (stereo unspecified)
    -5	-3	-3	-0.5	-20	-5	2	/	7
Cc1ccc(S(=O)(=O)NCc2cccnc2)cc1C(=O)NC1CCCCC1
    -6	-1	-3	1.0	-11	11	0	9	1
